# GPR151 ag – activates the human receptor GPR151. PathHunter beta-arrestin GPR151 cells, luminescence. activation, % at 11.2 µM. actives 1% (n = 650,000). AID 1508602; in the data active = activation above about 4.9%;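 also: 0% = median of compound wells and 100% = cells with positive control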
# FBW7 activator – activators of human E3 ligase FBW7 | Q969H0 | AlphaScreen FBW7–phospho-cyclin E peptide binding, activator screen | normalized activity (activation), % at 26.1 µM | actives 0.13% (n = 650,000) | AID 1259310; in the data active = normalized activity above about 1.9%;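 also: purified mutant Fbw7 with reduced substrate affinity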
# Target sequence (Q969H0 whole entry, looked up): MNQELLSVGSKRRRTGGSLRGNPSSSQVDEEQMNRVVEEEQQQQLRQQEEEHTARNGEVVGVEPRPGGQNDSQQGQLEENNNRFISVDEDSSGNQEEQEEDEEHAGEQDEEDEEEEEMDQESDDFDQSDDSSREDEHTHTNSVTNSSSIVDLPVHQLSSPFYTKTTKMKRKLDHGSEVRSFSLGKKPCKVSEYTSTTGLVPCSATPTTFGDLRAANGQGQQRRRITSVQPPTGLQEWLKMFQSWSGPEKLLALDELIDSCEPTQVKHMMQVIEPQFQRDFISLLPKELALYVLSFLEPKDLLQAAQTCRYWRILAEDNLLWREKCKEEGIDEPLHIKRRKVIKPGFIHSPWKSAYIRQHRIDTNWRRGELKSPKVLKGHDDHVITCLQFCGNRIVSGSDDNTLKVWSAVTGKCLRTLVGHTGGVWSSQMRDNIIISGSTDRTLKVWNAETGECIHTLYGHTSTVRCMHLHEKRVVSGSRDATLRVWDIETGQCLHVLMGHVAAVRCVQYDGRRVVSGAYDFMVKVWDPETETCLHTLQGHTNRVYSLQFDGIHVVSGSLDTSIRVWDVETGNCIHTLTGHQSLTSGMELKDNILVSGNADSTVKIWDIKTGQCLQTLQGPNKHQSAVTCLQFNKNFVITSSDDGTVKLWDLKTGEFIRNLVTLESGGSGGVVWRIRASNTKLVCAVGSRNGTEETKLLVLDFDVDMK
# MITF primary – inhibitors of human MITF; inhibition, % at 2.6 µM; O75030; actives 0.91% (n = 650,000); AlphaScreen MITF homodimerization, bead proximity signal; in the data active = inhibition above about 50%;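 also: 0% = vehicle wells with protein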
# TEAD-YAP block – TEAD-YAP interaction inhibition | HEK-TIYL cells, TEAD-Gal4/YAP UAS-luciferase luminescence | inhibition, % at 9.12 µM | actives 1.4% (n = 640,000) | AID 1259422; in the data active = inhibition above about 32%;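 also: 0% = median of test compound wells and 100% = reference inhibitor wells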
# * hit, by the source's call.
SMILES,GPR151 ag,FBW7 activator,MITF primary,TEAD-YAP block
CC1CCCC(NC(=O)CCCOc2cc(=O)n(C)c3ccccc23)C1C (centres undefined),0.4,-0.4,-8,-32
CCOc1ccccc1Nc1nc(-c2ccc(C)cc2)nc2ccccc12,-0.7,0.0,8,-2
COc1cccc(N2CCN(c3c4c(nc5nncn35)CCC4)CC2)c1,-1.6,0.4,7,37*
Cc1cc(C)c2c3c(sc2n1)C(=O)N(Cc1ccco1)CC(=O)N3,0.1,-0.1,6,-4
Cc1c(C(=O)NCCN(C)C2CCCCC2)sc2nc3n(c(=O)c12)CCCCC3,0.2,-0.3,2,11
CCCn1nc(C(=O)OCC(=O)NC(N)=O)c2ccccc2c1=O,-0.4,0.1,1,8
CCCNc1ccnc2c(-c3ccccc3OC)cnn12,0.7,0.6,22,-13
OC1CCN(c2cc(F)cc(-c3ccnc(Nc4ccc(-n5cnc(-c6ccccn6)n5)cc4)n3)c2)CC1,0.5,-0.1,3,85*
C/C(=N/Nc1ccc([N+](=O)[O-])cc1[N+](=O)[O-])c1ccc2c(c1)OCCO2,1.8,-0.1,0,4
CCOC(=O)c1c(C)nc2ccc(Br)cc2c1-c1ccccc1,-0.3,0.4,-2,-1
O=C1C=C(Nc2ccc(Cl)cc2Cl)CC(c2ccco2)C1 (centres undefined),-0.5,0.5,39,39*
O=C(N/N=C/c1cccnc1)c1cc(-c2ccco2)[nH]n1,1.1,0.0,11,11
CCOc1cc(NC(=O)c2ccco2)c(OCC)cc1NC(=O)CCCl,3.5,0.1,6,4
CN1CCCN(c2nc3nonc3nc2NCc2ccccc2)CC1,-1.1,-0.1,-12,-3
CC1CCN(C(=O)/C=C/c2cccc([N+](=O)[O-])c2)CC1,-0.2,-0.2,-6,-49
CC1=CC(C)C(COC(=O)CN2CCCCC2)(COC(=O)CN2CCCCC2)C(C)C1 (centres undefined),-0.6,0.0,19,-1
O=c1c2cn[nH]c2[nH]c(=S)n1-c1ccc(Cl)cc1,-0.5,-0.1,-9,5
CCc1cccc(C)c1NC(=O)c1cccc(C(=O)Nc2c(C)cccc2CC)c1,-0.5,0.0,-7,-9
Nc1ccc(Sc2nc3ccccc3[nH]2)c(Cl)c1,-1.0,0.9,22,0
CCCCOC(=O)C1=C(C)NC(=O)NC1c1ccccc1OCc1ccccc1 (centres undefined),-0.2,0.0,13,4
CCc1ccc(C2C(C#N)=C(N)N(c3cccc(Br)c3)C3=C2C(=O)CC(C)(C)C3)s1 (centres undefined),-2.3,0.0,24,-34
NC(=O)C1CCN(c2nc(-c3cccs3)nc3ccccc23)CC1,0.8,-0.2,8,7
CCC/C(O)=C1\C(=O)CCCC1=NCCc1c(C)[nH]c2ccc(OC)cc12,-0.2,-0.1,11,6
Cc1cccc(N=c2scc(-c3ccccc3)n2CCO)c1,0.3,-0.1,20,-55
CCOC(=O)C1=C(C)NC(=O)NC1c1cccc(Cl)c1Cl (centres undefined),1.2,0.3,-5,-3
Cc1cc2c(c(=O)o1)C(c1ccc(Cl)c([N+](=O)[O-])c1)C(C#N)=C(N)O2 (centres undefined),0.1,0.0,6,-6
Cc1csc2ncc(C(=O)N(CCO)C(C)C)c(=O)n12,0.1,-0.3,-2,1
CCCNc1ncnc2sc(C)c(C)c12,3.4,0.1,-8,-24
CN(C)c1ccc(NC(=O)CCCn2cccc2)cc1,-0.4,-0.1,27,-65
CC1CCCN(C2(O)C(=O)N(Cc3ccccc3)c3ccccc32)C1 (centres undefined),2.0,0.4,-12,2

# Rewritten as tab-separated lines: five of the compounds above
smiles	GPR151 ag	FBW7 activator	MITF primary	TEAD-YAP block
CCC/C(O)=C1\C(=O)CCCC1=NCCc1c(C)[nH]c2ccc(OC)cc12	-0.2	-0.1	11	6
Cc1cc2c(c(=O)o1)C(c1ccc(Cl)c([N+](=O)[O-])c1)C(C#N)=C(N)O2 (centres undefined)	0.1	0.0	6	-6
CCc1ccc(C2C(C#N)=C(N)N(c3cccc(Br)c3)C3=C2C(=O)CC(C)(C)C3)s1 (centres undefined)	-2.3	0.0	24	-34
Cc1cccc(N=c2scc(-c3ccccc3)n2CCO)c1	0.3	-0.1	20	-55
CCOC(=O)C1=C(C)NC(=O)NC1c1cccc(Cl)c1Cl (centres undefined)	1.2	0.3	-5	-3

# Later entries:
SMILES,GPR151 ag,FBW7 activator,MITF primary,TEAD-YAP block
CC(=O)Nc1cccc(-n2cc3c(c2-c2ccccc2)c(=O)n(C)c(=O)n3C)c1,0.7,-0.2,6,-10
N#C/C(=C\c1ccco1)C(=O)Nc1ccc(F)cc1,-0.9,0.2,0,-65
CCOc1cc(/C=N/NC(=O)c2nnn(-c3nonc3N)c2CC)ccc1O,6.9*,0.4,11,14
CCOC(=O)/C(N=Nc1cc([N+](=O)[O-])ccc1Br)=C(\C)O,-0.5,0.2,14,-7
CN1C(=O)c2ccccc2C(C(=O)O)C1c1ccc(F)cc1 (centres undefined),-0.8,-0.2,-6,-5
CC1=NN2C(=N)/C(=C\c3ccc(-c4ccc(C(=O)O)cc4)o3)C(=O)N=C2S1,-1.1,-0.1,6,3
COc1ccc(NC(=S)N(Cc2cccnc2)Cc2ccccc2Cl)cc1,2.3,-0.1,-6,1
CCOc1ccc(C(Nc2cc(C)ccn2)c2ccc3ccc(C)nc3c2O)cc1OCC (centres undefined),-0.3,-0.1,15,17
O=S(CS(=O)c1ccccc1)c1ccccc1 (centres undefined),-0.2,0.2,-5,-22
COc1ccc(C(=O)/C=C/c2ccc(-c3cccc(Cl)c3)o2)cc1,-0.6,0.1,12,-4
COc1ccccc1/C=C\C(=O)NCC(=O)N/N=C/c1cccnc1,-1.6,0.0,0,0
CC(C)C[C@H]1NC(=O)[C@@H]2C[C@H](NCc3ccc(Cl)cc3)CN2C1=O,1.4,-0.1,-8,2
CC1=CCC(/C=N\Nc2nnc3c(n2)[nH]c2ccccc23)C(C)C1 (centres undefined),-1.1,0.4,14,-9
OCC1(Cc2cccc(Cl)c2)CCCN(Cc2cnc(N3CCOCC3)s2)C1 (centres undefined),3.8,0.0,3,6
N#Cc1ccc(Nc2nn3c(=O)c4ccccc4nc3s2)cc1,-0.7,0.0,6,-9
Cc1c(NC(=O)CN(c2ccc(Cl)cc2Cl)S(C)(=O)=O)cccc1[N+](=O)[O-],0.6,0.1,-9,-15
CC(C)C1=NN2C(=N)/C(=C/c3ccc(Cl)cc3)C(=O)N=C2S1,-1.3,0.1,3,2
c1ccc(CN2CCN(C3CCCCCC3)CC2)nc1,-0.6,0.5,67*,4
CCOC(=O)c1[nH]c(C)c(C(=O)NCc2ccc(N(C)C)cc2)c1C,-1.3,-0.2,6,-7
O=C(C1=C(O)C(=O)N(c2ncccn2)C1c1ccc(Cl)cc1)c1ccco1 (centres undefined),0.9,0.0,9,8

# Quoted at random: 4 records from the list
SMILES,GPR151 ag,FBW7 activator,MITF primary,TEAD-YAP block
CC1=CCC(/C=N\Nc2nnc3c(n2)[nH]c2ccccc23)C(C)C1 (centres undefined),-1.1,0.4,14,-9
Cc1c(NC(=O)CN(c2ccc(Cl)cc2Cl)S(C)(=O)=O)cccc1[N+](=O)[O-],0.6,0.1,-9,-15
O=C(C1=C(O)C(=O)N(c2ncccn2)C1c1ccc(Cl)cc1)c1ccco1 (centres undefined),0.9,0.0,9,8
CC(C)C1=NN2C(=N)/C(=C/c3ccc(Cl)cc3)C(=O)N=C2S1,-1.3,0.1,3,2

# (cont.)
SMILES,GPR151 ag,FBW7 activator,MITF primary,TEAD-YAP block
O=S(=O)(Nc1cccc(NS(=O)(=O)c2ccccc2)n1)c1ccccc1,3.2,0.1,6,8
Cc1nc([N+](=O)[O-])cn1CC(=O)Nc1ccc(F)c(Cl)c1,2.1,0.2,53*,12
CCN(CC)C(=O)C1CCCN(c2nc(NCCN3CCOCC3)c3ncn(C4CCCCC4)c3n2)C1 (centres undefined),-2.9,-0.1,11,38*
Cn1c(=O)c2c(nc(SCC(=O)O)n2C)n(C)c1=O,2.0,0.1,-2,2
O=C(CSc1nnc(C2CC2)n1CC1CCCO1)Nc1ccc(F)cc1 (centres undefined),2.1,0.1,10,-2
CCOc1ccc(NC(=O)CC2C(=O)N(c3ccc(F)cc3)C(=O)N2C(C)C)cc1 (centres undefined),-1.5,0.1,4,6
Cc1ccc(CCN2CC(C(=O)NC3CCC(C)CC3)CC2=O)cc1 (centres undefined),-0.9,0.4,17,-14
CCc1ccc(C(=O)N/N=C/c2ccc3ccccc3c2)nc1,-0.6,-0.1,-1,-32
CCOC(=O)C1=C(C)N=c2s/c(=C\c3cccnc3)c(=O)n2C1c1ccc(OC)c(Br)c1 (centres undefined),0.7,-0.2,-4,-2
Cc1ccc(C(=O)C2=C(O)C(=O)N(Cc3ccco3)C2c2ccc(F)cc2)o1 (centres undefined),0.7,-0.2,-13,0
CCc1ccc(C2=NN(CCC(=O)NC3CCCCCC3)C(=O)CC2)cc1,2.0,-0.1,-12,-11
Cc1ccccc1-n1c(C)cc(/C=C2\C(=O)NC(=O)N(C)C2=O)c1C,-0.3,-0.6,9,2
Cc1c(NC(=O)CCN2C(=S)NC(C)(C)CC2C)c(=O)n(-c2ccccc2)n1C (centres undefined),1.3,0.0,-6,-7
O=C(Oc1ccc(Cl)cc1)C1c2ccccc2Oc2ccccc21,-1.0,0.4,5,5
NS(=O)(=O)c1ccc(N=Cc2ccc3ccccc3c2)cc1,-1.3,0.7,-27,15
COC(=O)c1cc(OC)c(OC)cc1NC(=O)c1c(-c2ccccc2Cl)noc1C,-0.7,0.0,-2,6
COc1ccc(CCNc2nc(SCC(=O)N3CCC(C)CC3)nc3ccccc23)cc1OC,1.5,0.1,15,6
COc1ccc(/C(C)=N/NC(=O)C(=O)Nc2cc(Cl)ccc2Cl)c(OC)c1,-0.7,0.1,1,9
O=C(NC1CC1)c1ccc2nc(-c3ccccc3)sc2c1,-7.5,0.3,3,-17
CC1=NOC(=O)/C1=C/c1ccc(-c2ccc(Cl)cc2)o1,-0.5,0.1,23,17
O=C(/C=C/c1ccc2c(c1)OCO2)Nc1cccc(Cl)c1,-4.5,0.0,4,-60
Cc1c(NS(=O)(=O)c2ccc(C(=O)O)cc2)c(=O)n(-c2ccccc2)n1C,-0.7,0.6,8,-2
CCN(CC)C(=O)CN(Cc1ccccc1)S(=O)(=O)c1ccccc1,-1.0,0.1,15,0
CNC(=O)C1Cc2ccccc2N1S(=O)(=O)c1ccc(C)cc1C (centres undefined),-1.1,0.6,21,2
Cc1ccc(C)c(N(CC(=O)NCCSc2ccccc2)S(C)(=O)=O)c1,-1.0,0.4,-14,-1
COc1cccc(C(=O)Nc2c3c(nn2-c2cccc(Cl)c2)CS(=O)(=O)C3)c1OC,0.1,-0.1,5,-2
COc1ccc(S(=O)(=O)c2cc(NS(=O)(=O)c3ccccc3)c(C)cc2O)cc1,1.4,-0.1,1,-5
O=C(O)c1ccc2nc(N3CCCCC3)sc2c1,-5.7,-0.1,0,-19
Cc1cc(Cl)ccc1NC(=O)CNS(=O)(=O)c1ccc(Br)cc1,0.4,0.0,-5,-2
CCOC(=O)c1ccccc1NC(=O)CN1C(=O)C(C)N(c2ccc(C)cc2)C1=O (centres undefined),0.2,0.0,7,46*
COc1cc(CN2CC(=O)N(c3ccc(C)c(C)c3)C2=S)cc(OC)c1OC,-0.4,0.0,-4,4
Cc1cccc(-n2c(-c3ccc(Br)cc3)nc3c(cnn3-c3ccccc3)c2=O)c1,0.7,-0.1,1,-2
Cc1cccc(-n2c(CNC(=O)COc3ccc(Cl)cc3Cl)nnc2SCC(=O)N2CCCc3ccccc32)c1,0.0,0.0,-7,-2
CNc1ccc(NC(C)=O)cc1[N+](=O)[O-],-1.2,-0.1,16,4
COC(=O)C1=CN(Cc2ccccc2)C=C(C(=O)OC)C1c1ccc2c(c1)OCO2,3.2,1.1,-22,-3
CCc1nn2c(=O)c(S(=O)(=O)NCc3ccc(F)cc3)c(C)nc2s1,1.3,0.1,-10,10
CCCCN(C)C(=O)Cn1ncc2c1-c1ccccc1OC2,-0.3,0.0,0,-5
O=C(CCCCn1c(=S)[nH]c2ccsc2c1=O)Nc1ccc2c(c1)CCC2,0.5,0.2,-7,7
CCCC(=O)N1CC(=O)Nc2ccc(F)cc2C1c1ccccc1 (centres undefined),0.1,0.0,9,-5
COc1ccc2c(c1)OC13CCN(C)CC1C2C(C(=O)c1ccccc1OC)C(=O)N3 (centres undefined),-0.4,-0.1,1,2
O=S(=O)(c1ccc(Oc2ccc(S(=O)(=O)N3CCC4(CC3)OCCO4)cc2)cc1)N1CCC2(CC1)OCCO2,8.5*,0.1,-6,5
CC(=O)Oc1ccccc1/C=C1\C=C(c2ccccc2)OC1=O,0.1,0.0,1,2
Cc1cccc(C)c1NCc1nnc(SCC(=O)Nc2cccc(N)c2)n1C,0.5,0.0,4,3
c1cncc(-c2nc3c(c(N4CCCCCC4)n2)CNCC3)c1,-1.4,-0.1,12,-10
COc1cc(C2NC(=O)CCC2[N+](=O)[O-])c(OC)cc1Br (centres undefined),-1.2,0.1,10,2
COc1cc2sc(=NC(=O)c3ccc4c(c3)OCCO4)n(C)c2cc1OC,3.4,0.2,-8,-4
Cc1[nH]c(-c2ccc(F)cc2)cc1C(=O)NCCC(C)C,1.0,-0.1,5,-13
Cc1cc(I)ccc1NC(=O)c1ccccc1N(C)S(C)(=O)=O,0.0,-0.1,-6,-1
COc1cc(CC(=O)OCC(=O)NC(C)(C)C)cc(OC)c1OC,1.4,-0.2,4,-4
Cc1nn(C/C(N)=N/OC(=O)c2ccc(F)cc2)c(=O)n1-c1ccc(C(C)(C)C)cc1,0.3,0.0,-2,3
